Screens from PubChem.
PTEN del growth – suppresses growth of cells with PTEN deletion; HCT116 PTEN-null viability, CellTiter-Glo, 60 h; stronger effect = lower value; AID 827; viability, % at 10 µM; 1.2% of 140,000 active;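 active means viability at or below a set limit, 4 SD under the median of all tested compounds, cut at about 3.7% in these data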;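 further: PTEN knockout HCT116 line with beta catenin targeted HCT116 as companion control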
MRP-1 activ – MRP-1 activation; H69AR cells + doxorubicin, viability rescue, CellTiter-Glo; 0.61% of 140,000 active; viability increase, % at 10 µM;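 active means viability gain under doxorubicin at or above a set limit, the compound median plus 3 SD, cut at about 4.7% in these data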;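 further: MRP-1 overexpressing cells given doxorubicin 25 µM after compound pretreatment; 18-22 h compound pretreatment then 72 h with doxorubicin before readout; 0% = doxorubicin-only wells and 100% = vehicle-treated cells without doxorubicin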
Yeast growth inh – chemicals that inhibit yeast BB579 growth in restrictive medium (lifespan-shortening candidates) | S. cerevisiae BB579 growth, OD615, 48 h | inhibition, % at 10 µM | 0.51% of 140,000 active | AID 804;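 active means inhibition above a set limit, 3 SD over the mean compound inhibition, cut at about 44% in these data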; further: inactives centre near -24
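Test system: DeaD yeast strain BB579 / Buffer or medium: restrictive glucose-based CSMM-D medium / Doses: single 10 µM dose / Schedule: 4 h cell preincubation, 48 h compound exposure, 30 °C humidified / Technique: culture absorbance at 615 nm / Controls: amphotericin B positive control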
Measles CPE – protection of cells from measles virus | Measles virus-infected cells, CPE protection, absorbance | protection (pct of control), % at 4 µM | 1.5% of 140,000 active | AID 841; in the data active means protection mostly above about 24%, no sharp cut-off; inactive means mostly below about 26%; further: some compounds called inactive have numbers as strong as hits
GALR2 antag – blocks the human galanin receptor 2; GALR2-expressing cells, antagonist mode; 0.39% of 140,000 active; O43603; inhibition, % at 4 µM; in the data active means inhibition above about 27%;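 further: cells stimulated with galanin 1-16 at roughly its EC80; 0% = agonist challenge control and 100% = basal control without agonist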
Target sequence (O43603 whole entry, looked up): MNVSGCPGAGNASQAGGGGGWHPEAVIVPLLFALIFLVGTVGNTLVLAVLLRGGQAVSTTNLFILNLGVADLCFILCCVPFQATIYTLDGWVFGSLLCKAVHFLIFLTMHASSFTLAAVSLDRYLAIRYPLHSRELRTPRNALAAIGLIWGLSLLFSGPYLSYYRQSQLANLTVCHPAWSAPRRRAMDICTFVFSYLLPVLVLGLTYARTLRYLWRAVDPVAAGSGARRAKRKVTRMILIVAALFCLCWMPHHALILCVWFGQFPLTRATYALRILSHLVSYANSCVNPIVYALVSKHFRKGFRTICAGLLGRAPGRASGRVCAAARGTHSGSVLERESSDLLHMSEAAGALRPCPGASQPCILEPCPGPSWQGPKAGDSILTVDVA
E-sel TNF inh – blocks E-selectin expression induced by TNF alpha. HUVEC TNFa-induced E-selectin immunofluorescence, high content. AID 1246. 0.71% of 120,000 active. inhibition, % at 2 µM;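 active means inhibition above the batch mean plus 3 SD, and confirmed as a hit on visual image review, cut at about 43% in these data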;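 further: 0% = TNF-stimulated DMSO wells and 100% = unstimulated control wells; not every result past the cut was called active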
bCat KO growth – beta-catenin-lacking colon tumor cell growth suppression. 1.5% of 140,000 active. HCT116 beta-catenin knockout viability, CellTiter-Glo, 60 h; stronger effect = lower value. viability, % at 10 µM;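 active means viability at or under a set limit, the compound median less 4 SD, cut at about 6% in these data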;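 further: 0% = Hyamine 1622 control at 20 µM and 100% = untreated cell control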
Yeast life ext – extends the lifespan of yeast | inhibition of the nicotinamide effect, % at 10 µM | 0.68% of 130,000 active | S. cerevisiae growth with nicotinamide, OD615; deaD strain in restrictive glucose medium | AID 775;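 active means inhibition above a set limit, placed 3 SD over the median of all compounds, cut at about 26% in these data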;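 further: 0% = nicotinamide-treated wells and 100% = cells grown without nicotinamide; some compounds called inactive have numbers as strong as hits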
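Buffer or medium: CSMM-D glucose medium, restrictive; test system: modified budding yeast, DeaD strain; compound: single dose 10 µM compound, 0.25% DMSO; schedule: culture preincubation 4 h, compound exposure 48 h, both 30 °C; detection: optical density (absorbance) at 615 nm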
Phagocytosis inh – blocks phagocytosis by macrophages. 0.07% of 110,000 active. inhibition, % at 5 µM. AID 1029. J774A.1 macrophage IgG-bead phagocytosis, imaging;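 active means inhibition above the mean of the plate negative controls plus 5 SD, cut at about 13% in these data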;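 further: phagocytic index as fraction of beads internalized from green versus red external bead signal; plate controls were DMSO negative control for no effect and cytochalasin-D positive control for full effect; some results beyond the cut were filed as inactive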
NPY Y2 blocker – blocks the human neuropeptide Y Y2 receptor. AID 793. NPY-Y2 expressing cells, antagonist mode. 0.99% of 140,000 active. inhibition, % at 2.7 µM. P49146; in the data active means inhibition above about 17%;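 further: 0% = vehicle with agonist challenge and 100% = reference antagonist with challenge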
Target sequence (P49146 whole entry, looked up): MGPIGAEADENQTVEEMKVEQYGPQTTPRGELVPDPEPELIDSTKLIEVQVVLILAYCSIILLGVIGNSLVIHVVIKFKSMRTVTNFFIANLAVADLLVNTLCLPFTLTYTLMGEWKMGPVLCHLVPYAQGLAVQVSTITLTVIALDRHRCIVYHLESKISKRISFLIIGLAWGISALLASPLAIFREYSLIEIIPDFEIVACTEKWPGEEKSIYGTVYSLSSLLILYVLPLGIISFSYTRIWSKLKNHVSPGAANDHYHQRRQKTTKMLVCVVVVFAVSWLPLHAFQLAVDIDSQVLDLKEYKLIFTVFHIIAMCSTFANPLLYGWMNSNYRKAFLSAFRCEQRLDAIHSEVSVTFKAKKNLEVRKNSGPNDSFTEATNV
Active calls of the source: *; . = not tested or not shown.

SMILES | PTEN del growth | MRP-1 activ | Yeast growth inh | Measles CPE | GALR2 antag | E-sel TNF inh | bCat KO growth | Yeast life ext | Phagocytosis inh | NPY Y2 blocker
O=C(O)c1cccc(N2C(=O)c3cccnc3C2=O)c1 | 95 | -3.5 | -27 | 14 | -12 | 10 | 103 | 3 | -2 | 5
COc1ccc(CCNC2CC(=O)N(CCc3ccc(OC)c(OC)c3)C2=O)cc1OC (stereo not given) | 98 | -0.8 | -27 | . | -2 | 22 | 101 | -19 | -1 | 5
COc1ccc(N2C(=O)CC(Sc3nc(C)c4c(n3)CCCC4)C2=O)cc1 (stereo not given) | 100 | -1.6 | -17 | 14 | -11 | -12 | 106 | -3 | 0 | 6
CCN1C(=O)C(CC(=O)Nc2ccc(OC)cc2)N(Cc2ccc3c(c2)OCO3)C1=S (stereo not given) | 82 | -4.4 | -12 | 19 | -5 | -35 | 94 | 4 | -5 | 2
Cc1ccccc1Nc1nnc(SCC(=O)NCc2ccco2)s1 | 84 | -1.2 | -27 | 14 | 6 | 16 | 89 | -6 | -4 | 2
Cc1nn(Cc2ccc(F)cc2)c(C)c1NC(=O)c1cnn2c1NC(c1cccs1)CC2C(F)(F)F (stereo not given) | 46 | -2.5 | -50 | 2 | -13 | 56 | 63 | -9 | -2 | -4
CCOC(=O)c1nc(C)n(-c2ccc(Cl)cc2)n1 | 99 | 0.0 | -36 | 4 | -5 | -24 | 95 | -8 | 0 | 0
CCOc1ccc(N(CC(=O)Nc2cccc(Cl)c2)S(=O)(=O)c2c(C)noc2C)cc1 | 23 | -5.3 | -1 | 6 | -9 | . | 28 | -13 | 0 | -3
C/C(=N\NC(=O)c1nn(C)c(C)c1Br)c1cccc(NC(=O)c2ccoc2C)c1 | 98 | 3.2 | 0 | 19 | -5 | . | 101 | 0 | -2 | 4
CC(C)(C)NC(=O)COC(=O)c1ccccc1OCC(=O)Nc1ccc(Br)cc1 | 89 | -3.0 | -16 | 11 | -6 | 7 | 87 | -2 | 5 | 4
COCCOC(=O)c1c(C)oc2ccc(NS(=O)(=O)c3ccccc3)cc12 | 78 | -3.1 | -40 | 4 | -6 | 37 | 73 | -16 | -2 | 5
Cn1c(CCNC(=O)c2ccco2)nc2cc(NC(=O)NC3CCCCC3)ccc21 | 67 | -2.8 | -11 | 8 | -6 | -15 | 42 | -5 | 2 | 3
N#CCCn1c(=S)[nH]c2ccccc21 | 84 | -3.8 | -9 | 4 | -6 | . | 99 | -20 | -1 | 1
COCCNc1cc(C)c(C#N)c2nc3ccccc3n12 | 94 | -3.3 | -48 | 5 | 5 | -5 | 95 | -25 | -1 | 1
CCOC(=O)c1cc(NC(=O)N(CC)CC)c(C)nc1C | 100 | -1.9 | -14 | 18 | -9 | 12 | 98 | -1 | 0 | 5
O=C(CN1CCN(c2ccccc2)CC1)N1CCc2[nH]c3ccccc3c2C1 | 72 | -3.2 | 10 | 17 | -7 | 23 | 71 | -18 | 3 | 1
CN(c1cccc(NC(=O)Nc2ccc(Cl)cc2)c1)S(C)(=O)=O | 46 | -0.9 | -15 | 2 | -3 | -4 | 57 | -33 | . | -2
CCN(CC)C(=O)CSc1nnc(-c2cnccn2)n1-c1ccccc1 | 102 | -1.3 | -30 | . | 2 | 33 | 102 | -4 | 0 | 1
CC(C)C(=O)Nc1cccc(NC(=O)c2ccc([N+](=O)[O-])cc2Cl)c1 | 89 | 1.6 | -31 | 21 | -3 | -44 | 96 | 5 | -6 | 6
CCc1nc(-c2ccccc2O)n(-c2ccccc2)n1 | 90 | -2.1 | -63 | 1 | 5 | 0 | 86 | -19 | 0 | 6
O=C(CS(=O)(=O)c1cn(Cc2ccc(Cl)cc2)c2ccccc12)N1CCCC1 | 73 | -1.3 | -14 | 22 | 2 | . | 82 | -4 | 1 | 1
CCOc1cc(CNc2cccc3ccccc23)cc(Br)c1OCC(=O)NC(C)(C)C | 78 | -3.1 | -3 | 4 | -3 | 10 | 86 | -7 | 0 | 3
CCOC(=O)CNS(=O)(=O)c1ccc(S(=O)(=O)N2CCCC2)cc1 | 102 | -1.1 | -28 | 8 | -9 | 14 | 98 | -8 | 2 | 0
COc1ccc(-c2csc(=Nc3ccccc3)n2CCO)cc1 | 60 | -1.1 | -62 | 5 | 4 | -8 | 52 | -3 | -3 | 1
COc1cc(OC)cc(C(C(=O)NCc2ccccc2)N(Cc2ccco2)C(=O)c2ccno2)c1 (stereo not given) | 98 | -1.6 | -38 | 5 | -6 | -28 | 85 | -5 | 1 | 1
N#CCC1c2ccccc2CCN1C(=O)Nc1ccc(Cl)cc1 (stereo not given) | 75 | -2.2 | -16 | 16 | 4 | 13 | 85 | 5 | -1 | 3
COc1ccccc1N/C(=N/S(=O)(=O)c1ccc(C)cc1)c1ccccc1 | 91 | -0.6 | -59 | 15 | -11 | 1 | 91 | 9 | 3 | 2
CCCCCCCCC(=O)N/N=C(\C)c1ccco1 | 99 | -0.3 | -52 | 2 | 6 | 13 | 99 | -1 | 1 | 6
S=C(NCC1CCCO1)Nc1ccc(Cl)cc1 (stereo not given) | 95 | -2.3 | -1 | 3 | 7 | . | 101 | -4 | -4 | 1
Cc1ccc2[nH]c3c(N4CCc5ccccc5C4)ncnc3c2c1 | 11 | -5.7 | -54 | 18 | 54* | . | 7 | -22 | . | 2

Limited to Measles CPE and NPY Y2 blocker, for some of the entries so far:
structure | Measles CPE | NPY Y2 blocker
CCN(CC)C(=O)CSc1nnc(-c2cnccn2)n1-c1ccccc1 | . | 1
CN(c1cccc(NC(=O)Nc2ccc(Cl)cc2)c1)S(C)(=O)=O | 2 | -2

The results go on:
SMILES | PTEN del growth | MRP-1 activ | Yeast growth inh | Measles CPE | GALR2 antag | E-sel TNF inh | bCat KO growth | Yeast life ext | Phagocytosis inh | NPY Y2 blocker
COc1ccc(CNC(=O)Nc2ccc(C)cc2)cc1 | 95 | 0.1 | -31 | 14 | 10 | -32 | 91 | 0 | 0 | 4
CSCC[C@H](NC(=O)C1CCN(S(=O)(=O)c2ccc(C)cc2)CC1)C(=O)NC1CCS(=O)(=O)C1 (stereo not given in full) | 96 | -1.1 | -17 | 7 | 5 | -26 | 94 | 5 | -1 | 2
O=C(Nc1ccc(F)cc1F)c1cccn1-c1ncc(C(F)(F)F)cc1Cl | 108 | -0.1 | -65 | 18 | 6 | -9 | 105 | -14 | . | 1
O=C1c2ccccc2NC(c2ccc(-c3cccc([N+](=O)[O-])c3)o2)N1O (stereo not given) | 10 | -1.4 | 27 | 5 | -7 | . | 12 | 2 | -4 | 2
COc1ccccc1C1C(C(=O)c2cc3ccccc3o2)=C(O)C(=O)N1CCN1CCOCC1 (stereo not given) | 114 | 0.0 | -63 | 8 | 8 | . | 105 | -14 | -1 | 2
O=C(CN1C(=O)C2C3C=CC(C3)C2C1=O)NCc1ccco1 (stereo not given) | 91 | -0.9 | 4 | 9 | 11 | -13 | 101 | . | . | 1
CCOCCCn1c(=N)c(C(=O)NCCN2CCOCC2)cc2c(=O)n3cccc(C)c3nc21 | 57 | -3.0 | -21 | 5 | -7 | . | 45 | -4 | . | 0
COc1ccccc1CNC(=O)C1=C(C)C(=O)OC12CCC(C)CC2 (stereo not given) | 89 | -0.9 | -43 | 5 | 0 | . | 101 | -11 | 0 | 1
Cc1nc2ccc(NC(=S)NC3CC3)cc2nc1C | 101 | 0.1 | -32 | 18 | 11 | . | 94 | 0 | -6 | 0
N#Cc1ccc(/C=N/NC(=O)c2ccccc2F)cc1 | 93 | 2.2 | -6 | 4 | -4 | 3 | 95 | -3 | -7 | 4
Cc1cc(C)n2cc(CSc3nnnn3-c3ccccc3)nc2n1 | 108 | -0.8 | -65 | 14 | -3 | -4 | 99 | -3 | 0 | 0
Cc1cc(C)nc(N/N=C/c2ccccc2)n1 | 97 | 1.5 | 9 | 7 | 15 | -20 | 106 | -5 | . | 0
CC1CCc2nn(CC(=O)NCCCN3CCCC3=O)cc2C1 (stereo not given) | 89 | -0.6 | 5 | 13 | . | . | 102 | -12 | 0 | .
Cc1c(Br)cc(C(=O)O)c(C)c1C | 100 | -1.7 | 36 | 4 | -3 | -37 | 101 | -6 | -1 | 4
CCn1c(SCC(=O)c2cccs2)nnc1-c1cccs1 | 96 | -2.8 | 19 | 5 | -7 | . | 100 | -9 | 0 | 1
Cc1occc1-c1nnc(SCc2nnc(-c3ccc(Cl)cc3)o2)n1C | 88 | -0.1 | -12 | 25 | 3 | -34 | 93 | -10 | . | 3
Cc1cn(C(=O)CN2C(=O)c3ccccc3C2=O)c(C)n1 | 108 | -0.2 | -13 | 3 | 10 | -12 | 105 | -6 | 0 | 4
CCSc1nnc(NC(=O)C(Cc2ccccc2)n2cccc2)s1 (stereo not given) | 96 | -1.2 | -8 | 7 | -6 | -3 | 93 | -2 | . | 4
N#Cc1c2n(c(=S)n(-c3ccccn3)c1=O)CCCCC2 | 108 | -1.2 | -68 | 4 | 7 | 32 | 91 | -1 | -1 | 1
N#Cc1nc(COc2ccccc2Cl)oc1NCc1cccnc1 | 81 | -5.0 | -19 | 16 | 12 | -1 | 93 | -14 | 2 | -2
C(=N\n1cnnc1)/c1ccc(OCc2cccc3ccccc23)cc1 | 79 | -0.3 | -3 | 5 | 2 | -12 | 85 | -2 | 0 | 4
Cc1cc(-c2cccs2)c2c(n1)sc1c(=O)[nH]c(=O)[nH]c12 | 88 | -1.5 | -7 | 4 | 8 | -12 | 87 | -11 | -4 | 0
CCCCCCCCOC(=O)C1=C(C)Nc2nnnn2C1c1cccs1 (stereo not given) | 67 | -2.1 | -35 | 13 | -7 | 18 | 65 | -15 | 0 | 3
O=C1c2ccccc2S(=O)(=O)N1Cc1cccc(S(=O)(=O)N2CCOCC2)c1 | 98 | -2.8 | 0 | 4 | 4 | 28 | 99 | -6 | -1 | -1
Cc1ccc(NC(=O)NC2CCCCC2)c(C)c1 | 94 | -2.1 | -31 | 18 | 9 | -12 | 93 | 4 | -2 | 2
COc1ccccc1C(=O)Nc1ccc2c(c1)nc1n2CCSC1 | 62 | -0.6 | -53 | 9 | 6 | . | 67 | 0 | 1 | 1
CC(=O)c1c(C)[nH]c(C(=O)COC(=O)c2ccc3c(=O)n4c(nc3c2)CCC4)c1C | 94 | 2.8 | -12 | 5 | 10 | 11 | 79 | -5 | -9 | 1
CN1CCN(C(=O)C2CC(=O)N(c3ccc(F)c(Cl)c3)C2)CC1 (stereo not given) | 99 | -1.1 | 24 | 31 | 6 | -13 | 103 | -1 | 0 | 0
CCOc1cc(/C=C2/C(=O)ON=C2C)ccc1OCc1ccc(F)cc1 | 71 | -4.6 | -30 | 16 | 0 | -8 | 89 | 1 | -3 | 1
COc1cc(NC(=O)c2cc([N+](=O)[O-])ccc2Br)ccc1NC(=O)c1ccco1 | 17 | -4.7 | 1 | 25 | 17 | 10 | 17 | -8 | . | 32*
